Screens from PubChem.
NS5 inhibitors – flavivirus cap methylation enzyme inhibition – biochemical, confirmation dose response, primary screen (AID 588689); Dengue-2 NS5 methyltransferase capping enzyme assay, biochemical; higher % means a stronger effect; inhibition, % at 25 µM; hits with a dose series show IC50 in µM; actives 0.3% (n = 340,000); in the data active = a potency from the dose series
NTR1 ag – NTR1-driven beta-arrestin-GFP spot formation – imaging, U2OS cells, high content, primary screen (AID 493036); agonist mode; activation, % at 20 µM; actives 0.17% (n = 330,000);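 active = activation at or above 40% of the spot to cytoplasm intensity ratio, with at least 20 cells analyzed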;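 note: 0% = DMSO without peptide and 100% = 100 nM NTR1 peptide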
Target sequence (P30989 whole entry, looked up): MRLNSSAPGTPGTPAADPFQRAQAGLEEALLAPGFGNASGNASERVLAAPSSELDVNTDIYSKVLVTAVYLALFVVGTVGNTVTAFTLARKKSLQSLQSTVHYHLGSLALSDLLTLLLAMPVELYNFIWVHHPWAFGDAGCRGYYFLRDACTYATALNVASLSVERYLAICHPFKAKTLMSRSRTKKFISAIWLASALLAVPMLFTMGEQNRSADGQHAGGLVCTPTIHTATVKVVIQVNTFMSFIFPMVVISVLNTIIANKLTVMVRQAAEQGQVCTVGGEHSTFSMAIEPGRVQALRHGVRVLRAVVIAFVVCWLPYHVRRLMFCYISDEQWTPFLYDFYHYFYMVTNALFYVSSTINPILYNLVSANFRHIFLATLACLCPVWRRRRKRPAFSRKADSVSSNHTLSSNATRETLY
GPR35 arrestin U2OS – inhibition of zaprinast-stimulated GPR35 beta-arrestin translocation – imaging, U2OS, beta-arrestin-GFP, zaprinast agonist, primary screen (AID 2058); U2OS GPR35 beta-arrestin-GFP translocation imaging, zaprinast antagonism; higher % means a stronger effect; one-dose inhibition, % at 10 µM; IC50 in µM for titrated hits; actives 0.052% (n = 290,000);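 active = inhibition of at least 50% with at least 30 cells and total cytoplasm GFP at most 10,000,000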
LYP inhibition – inhibitors of LYP phosphatase, biochemical, fluorescence intensity, uHTS (AID 1779); recombinant LYP phosphatase, fluorescence intensity; higher % means a stronger effect; inhibition, % at 11.5 µM; hits with a dose series show IC50 in µM; actives 0.054% (n = 290,000); in the data active = inhibition above about 50%;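 note: plate controls were vehicle with enzyme for no effect and no enzyme for full effect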
WT yeast gro inh – growth inhibition of WT yeast, mitochondrial fusion screen. mitochondrial fusion phenotypic screen, WT strain. inhibition, % at 10 µM. AID 1362. actives 2.1% (n = 190,000); in the data active = inhibition above about 58%; tested in S. cerevisiae
Autophagy HCS – alters autophagy in cells; MEF GFP-LC3 puncta imaging; test concentration mostly 10 µM; calls only at 10 µM (by protocol); actives 0.98% (n = 190,000); AID 463193;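 active = percentage of spot-positive cells more than 3 SD above its plate mean, without a fluorescence outlier flag or 80% toxicity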;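 note: spot-positive cell cutoff set from DMSO-treated cells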
AID2073 – disruptors of CaV2.2 binding to Mint1 – biochemical, HTRF (AID 2073); HTRF protein-protein interaction, Mint1-CaV2.2; higher % means a stronger effect; inhibition, % at 20 µM, or IC50 in µM where a hit was titrated; actives 0.19% (n = 290,000); in the data active = inhibition mostly above about 51%, no sharp cut-off; note: some results filed as inactive read as strong as hits
RSV CPE inhibition – inhibition of RSV-induced cytopathic effect – HEp-2 cells, primary 10 µM value included (AID 2391) | HEp-2 cells, RSV-induced CPE inhibition; higher % means a stronger effect | CPE inhibition, % at 10 µM; hits with a dose series show IC50 in µM | actives 0.13% (n = 310,000); in the data active = a potency from the dose series; note: strong numbers were not always called active
UTI89 phage lysis – inhibition of K1F phage lysis, E. coli UTI89, bacterial capsule biogenesis inhibitors, alamar blue (AID 488966) | E. coli UTI89 K1F phage lysis, alamar blue, 2 h; higher % means a stronger effect | inhibition, % at 100 µM; hits with a dose series show IC50 in µM | actives 0.02% (n = 340,000);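 active = phage lysis inhibition, versus mean bacterial control, above a set limit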;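 note: capsule biogenesis inhibitors block K1F phage lysis so surviving cells raise fluorescence; higher fluorescence means more inhibition of phage lysis; actives were called in the ten point dose series up to 300 µM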
WT yeast gro inh mutant strain – recorded beside WT yeast gro inh, whose call it bears; inhibition, %; mitochondrial fusion phenotypic screen, mutant strain inhibition
Autophagy HCS cell loss 18 h – second read-out of Autophagy HCS, no call of its own (marks repeat the call); toxicity, %; measured here: cell loss, nuclei count;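 cell loss after 18 h compound exposure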
NTR1 ag cell count 20 µM – recorded beside NTR1 ag, whose call it bears; cell count; measured here: cell count, cytotoxicity flag
NS5 inhibitors pilot replicate – second read-out of NS5 inhibitors, no call of its own (marks repeat the call); inhibition, %; measured here: pilot screen replicate inhibition
* hit, by the source's call; i = inactive; · = not tested or not shown; + = active, no number; [ ] = dose if it differs, or a comment.

SMILES	NS5 inhibitors	NTR1 ag	NTR1 ag cell count 20 µM	GPR35 arrestin U2OS	LYP inhibition	WT yeast gro inh	WT yeast gro inh mutant strain	Autophagy HCS	Autophagy HCS cell loss 18 h	AID2073	RSV CPE inhibition	UTI89 phage lysis	others
Cc1cccc(NS(=O)(=O)c2c(C)[nH]c(C)c2C(=O)N2CCCC2)c1	0%	-0.8	68	0%	-9%	·	·	·	·	-7%	1.4%	0.3%
CCN(C(=O)Cn1nc(C)c([N+](=O)[O-])c1C)c1c(N)n(Cc2ccccc2)c(=O)[nH]c1=O	7%	1.8	52	·	·	·	·	·	·	·	2.3%	1.0%[50 µM]
CN(CC(=O)O)S(=O)(=O)/C=C/c1ccccc1	2%	-0.8	59	-12%	-8%	-2	-8	i	12	-10%	0.1%	0.6%
CC1=NS(=O)(=O)c2cc(Cl)ccc2N1	0%	1.7	78	-15%	-4%	11	-16	i	10	-7%	0.1%	3.5%
COc1ccc(OC)c(/C=C(\NC(=O)c2ccccc2)C(=O)N/N=C/c2ccc(C)s2)c1	-6%	-0.2	48	-5%	-4%	-6	-8	i	23	27%	5.0%	3.9%
O=C(O)CSc1nnc(Cc2cccc3ccccc23)n1-c1cc(C(F)(F)F)cc(C(F)(F)F)c1	-8%	1.8	40	13%	-3%	·	·	·	·	-6%	·	-0.4%
CC(C)c1ccc(/C=N/NC(=O)c2ccccn2)cc1	2%	0.1	62	-10%	6%	·	·	·	·	5%	4.4%	0.1%
CCN(CC(=O)NCc1ccc(Cl)cc1)C(=O)COc1cccc(C(F)(F)F)c1	-1%	0.7	61	·	·	·	·	·	·	·	0.5%	-0.4%[50 µM]
CCOC(=O)C1CCN(Cc2ccccn2)CC1	·	-1.1	52	-3%	-1%	·	·	·	·	14%	1.6%	·
Nc1ccc(C23CC4CC(CC(O)(C4)C2)C3)cc1	-3%	0.1	52	-4%	-6%	-2	1	i	3	-9%	0.5%	0.4%
CCC/C(O)=C1\C(=O)CC(c2ccccc2)CC1=NC (stereo not given)	-7%	-0.6	75	7%	3%	-7	15	i	-14	-6%	1.8%	-0.1%
Cn1nc([N+](=O)[O-])nc1Oc1ccccc1N	0%	1.1	77	9%	-6%	13	29	i	-6	-7%	1.4%	0.0%
CCOC(=O)Cc1c(C)nc2c(-c3ccc(OC)cc3)c(C)nn2c1C	-10%	3.5	37	-10%	-2%	5	-13	i	2	15%	15%	-0.4%
COc1ccccc1NC(=O)Nc1nnc(C(C)C)s1	1%	0.7	48	14%	-2%	-4	2	i	-3	1%	3.9%	2.6%
Cc1ccc(CNC(=O)C(Cc2ccccc2)NS(=O)(=O)c2ccc3c(c2)CCC(=O)N3)cc1 (stereo not given)	2%	4.2	57	-5%	-8%	10	-1	i	7	-1%	-0.3%	2.2%
O=C(Nc1ccc(OCC(F)(F)C(F)F)c(C(F)(F)F)c1)c1ccccc1O	-4%	6.8	61	10%	15%	75*	71*	i	11	0%	-1.3%	4.9%
NC(=S)c1cc2ccc(O)cc2oc1=O	3%	·	·	0%	-11%	-7	-4	i	-14	16%	·	-1.0%
Cc1ccc2c(=O)c(CN3CCCCCC3)c(C)[nH]c2c1C	-6%	-1.2	99	6%	-4%	·	·	·	·	34%	0.4%	0.1%
Cc1cc(C)nc(Sc2ncnc3c2oc2ccccc23)n1	-3%	-0.3	73	5%	-5%	-4	6	i	1	8%	0.3%	-0.4%	NS5 inhibitors pilot replicate=1.5
CC(=O)Nc1ccc(NC(=O)CSC2=NS(=O)(=O)c3cc(Cl)ccc3N2)cc1	7%	0.0	70	·	·	·	·	·	·	·	-0.2%	0.1%[50 µM]
CCOc1ccccc1NC(=S)N1CCC(NC(=O)c2ccco2)CC1	-5%	-0.2	59	10%	1%	-12	-3	i	2	-12%	-0.2%	-1.0%
CCCCn1c(=N)n(CC(=O)c2ccc([N+](=O)[O-])cc2)c2ccccc21	·	3.7	33	5%	6%	23	-3	+	3.8*	19%	0.5%	·
COc1ccc(/C=N\NC(=O)c2ccc(F)cc2)cc1COc1ccccc1C(N)=O	-9%	3.4	56	-5%	-4%	·	·	·	·	38%	4.2%	0.2%
CCCCC(CCC(=O)Nc1cc([N+](=O)[O-])ccc1O)C(=O)O (stereo not given)	-16%	-0.5	36	-13%	-5%	-11	3	i	16	8%	-1.3%	3.8%
COc1ccc(Nc2cc(=O)n(-c3ccccc3)c3c2c(=O)n(C)c(=O)n3C)cc1	·	-0.4	53	-8%	-4%	·	·	·	·	5%	1.1%	·
O=C(c1ccc(Cl)c([N+](=O)[O-])c1)N(Cc1ccccc1)C1CCS(=O)(=O)C1 (stereo not given)	0%	2.0	67	-12%	-10%	-17	-11	i	4	4%	2.0%	1.9%[50 µM]
Cc1nn(C)cc1C(N)=O	·	-0.4	51	-3%	4%	-18	-3	i	-4	-2%	0.1%	0.1%
Cc1ccc(NC(=O)C2COc3ccccc3O2)cc1S(=O)(=O)N1CCOCC1 (stereo not given)	-6%	-1.0	88	·	·	·	·	·	·	·	0.6%	-0.2%[50 µM]
CSCCC(NC(=O)COc1ccccc1)C(=O)N(C)Cc1ccc(Cl)cc1Cl (stereo not given)	-11%	6.3	50	·	·	·	·	·	·	·	1.6%	-0.2%[50 µM]
O=[N+]([O-])c1ccc2ncnc(Nc3ccc4c(c3)OCCO4)c2c1	-1%	-0.1	63	12%	-5%	-1	-9	i	-7	11%	-0.1%	-2.6%

The list goes on; it opens with the 4 that closed the last part.
SMILES	NS5 inhibitors	NTR1 ag	NTR1 ag cell count 20 µM	GPR35 arrestin U2OS	LYP inhibition	WT yeast gro inh	WT yeast gro inh mutant strain	Autophagy HCS	Autophagy HCS cell loss 18 h	AID2073	RSV CPE inhibition	UTI89 phage lysis	others
Cc1nn(C)cc1C(N)=O	·	-0.4	51	-3%	4%	-18	-3	i	-4	-2%	0.1%	0.1%
Cc1ccc(NC(=O)C2COc3ccccc3O2)cc1S(=O)(=O)N1CCOCC1 (stereo not given)	-6%	-1.0	88	·	·	·	·	·	·	·	0.6%	-0.2%[50 µM]
CSCCC(NC(=O)COc1ccccc1)C(=O)N(C)Cc1ccc(Cl)cc1Cl (stereo not given)	-11%	6.3	50	·	·	·	·	·	·	·	1.6%	-0.2%[50 µM]
O=[N+]([O-])c1ccc2ncnc(Nc3ccc4c(c3)OCCO4)c2c1	-1%	-0.1	63	12%	-5%	-1	-9	i	-7	11%	-0.1%	-2.6%
C=CCSc1nnc(NC(=O)CSc2nc3ccccc3o2)s1	·	2.2	47	-5%	1%	-3	1	i	6	-5%	5.8%	-0.2%
CSCCCN1CCC(n2nccc2NC(=O)CCCc2ccccc2)CC1	1%	-0.3	47	1%	-8%	·	·	·	·	15%	0.4%	0.1%
CCOC(=O)C(C)(C)N(Cc1ccc(Cl)cc1)S(=O)(=O)c1ccc(Cl)c([N+](=O)[O-])c1	·	26	37	16%	6%	20	-14	i	-4	6%	5.2%	·
COc1ccccc1OCC(=O)Nc1ccc(O)cc1C(=O)O	-2%	-0.1	44	13%	0%	-12	-10	i	17	7%	2.5%	0.1%
CCOC(=O)c1cnc2c(C#N)c(C)nn2c1-c1ccccc1	-2%	1.4	51	-14%	-1%	6	-1	i	3	5%	0.1%	-0.7%
O=C(COC(=O)/C=C/c1ccco1)Nc1ncc(C(F)(F)F)cc1Cl	7%	0.4	36	-13%	1%	29	-11	i	3	13%	1.6%	-0.3%
Cc1cccc(C(=O)Nc2cc(C)ccc2NC(=O)COc2ccccc2)c1	-5%	1.4	41	0%	3%	12	19	i	1	-5%	1.0%	0.5%
COc1ccc2[nH]c(N=Nc3ccccc3C)c(O)c2c1	1%	9.1	57	14%	0%	11	4	i	1	0%	2.4%	1.3%
COc1ccc(-c2nc(C)sc2CC(=O)O)cc1OC	·	0.5	58	-4%	-7%	-3	8	i	-7	-17%	-1.1%	0.1%
CC1=C(C#N)C(c2cccnc2)C2=C(CC(C)(C)CC2=O)N1 (stereo not given)	-2%	-0.1	44	15%	-12%	11	-4	i	-64	13%	1.9%	1.2%
Cc1cc(C)nc(NS(=O)(=O)c2ccc(NC(=O)c3ccccc3C)cc2)n1	-2%	1.5	62	0%	-6%	·	·	·	·	10%	0.7%	0.2%
O=C(CN1CCN(S(=O)(=O)c2ccccc2)CC1)Nc1ccc(N2CCOCC2)cc1	-1%	-1.1	70	7%	-12%	-16	6	i	7	9%	2.2%	0.3%
CCCCNC(=S)NC(C)(C)CO	-5%	-1.1	108	3%	-4%	-15	-13	i	1	-8%	-0.3%	0.1%
CC1CCN(S(=O)(=O)c2cccc(C(=O)NC3CCCC3)c2)CC1	-5%	2.3	64	-7%	-7%	·	·	·	·	10%	5.7%	0.0%
COc1ccc(COC(=O)C2CCN(S(=O)(=O)c3ccc(OC)c(OC)c3)CC2)cc1	-4%	1.3	58	·	·	·	·	·	·	·	0.9%	0.1%[50 µM]
COc1cccc(S(=O)(=O)NCc2ccc3c(c2)OCO3)c1	0%	-0.4	86	-2%	-6%	7	-3	i	-7	-5%	-0.2%	0.0%
CCOC(=O)c1ccc(NC(=O)C(=O)NCCc2ccc(OC)cc2)cc1	0%	-0.5	84	5%	-8%	2	24	i	5	28%	-1.5%	i
CCCN1CCN(C(=O)c2noc3c2COc2ccc(C)cc2-3)CC1	0%	-0.7	55	-12%	1%	·	·	·	·	-5%	-0.2%	7.8%
Cc1cc(C)c(NC(=O)CSc2nnnn2-c2cccnc2)c(C)c1	0%	-1.1	46	-3%	3%	·	·	·	·	-4%	0.5%	0.3%
CC(C)(C)NC(=O)CCCCCCCC(=O)NC(C)(C)C	-12%	0.6	40	0%	-8%	-8	1	i	25	-17%	1.2%	0.2%
COc1ccccc1NS(=O)(=O)c1ccc(C(=O)NCC(c2ccccc2OC)N(C)C)cc1 (stereo not given)	-3%	0.6	70	8%	-8%	·	·	·	·	9%	-0.9%	0.9%[50 µM]
COC(=O)C1CC(Cl)CN1c1ncc(C(F)(F)F)cc1Cl (stereo not given)	·	-0.3	46	-9%	-6%	-9	-21	i	15	11%	-0.8%	-0.1%
O=C(Nc1ccc(NC(=O)C2CC2)nc1)c1ccccc1F	-6%	-0.4	43	4%	-9%	·	·	·	·	-2%	2.1%	-1.0%
CCOC(=O)C1(CCOc2ccccc2)CCN(Cc2cccc3c2OCO3)CC1	1%	2.5	55	5%	-1%	18	9	i	7	-6%	3.3%	0.0%
O=C(Nc1ccccn1)c1cccc(S(=O)(=O)N2CCOCC2)c1	0%	-1.7	39	-10%	-2%	7	-4	i	7	0%	1.2%	-0.2%
CCc1onc(C)c1C(=O)Nc1ccc(N2CCOCC2)cc1	3%	-3.7	62	·	·	·	·	·	·	·	1.1%	0.5%[50 µM]
COc1ccc(-c2c(-c3ccc(OC)cc3O)nc(C)nc2C(F)(F)F)cc1	-3%	2.8	106	-3%	-3%	·	·	·	·	8%	2.1%	0.4%
